Screening results as filed in PubChem BioAssay.
Mito fusion act = mitochondrial division inhibition or fusion activation; 0.23% of 320,000 active; Potency, µM (highest dose often 46.1 µM), without a hit: top-dose growth rescue (activation), hits mostly activators; S. cerevisiae fusion-defective mutant growth rescue, CellTiterGlo 48 h; AID 485298;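 also: potency is read from the fitted curve at half-maximal effect; % of control where 0% means no effect; nearly all actives have a fitted effect of over 45% in size; temperature-sensitive fusion mutants such as fzo1-1 at 37 °C on non-fermentable ethanol glycerol medium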
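Compounds are tested for their ability to restore growth of mitochondrial fusion-defective yeast strains at non-permissive 37C in YPEG medium over 48 hours. Viability is quantified by luciferase luminescence.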
TSHR antagonist = blocks TSH signaling through the human TSH receptor | TSHR-expressing cells, TSH-stimulated cAMP HTRF, 2 h; stronger effect = lower value | activity change, negative = inhibition, % at 11.5 µM | P16473 | AID 504810 | 0.2% of 330,000 active;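 active = activity change below a set negative limit, meaning inhibition stronger than a set level, cut at about -70% in these data; inconclusive = activity change between two set negative limits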; also: % is scaled to controls: 0 for no effect and ±100 for the full control effect
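Read-out is FRET at 665 nm (cryptate excitation 337 nm) from a cryptate-tagged anti-cAMP antibody, competed by cell cAMP against cAMP-d2. Compounds are tested on freshly harvested TSHR cells challenged with 4nM TSH (EC80) for 2 hours at 37 deg C.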
CXXC DNA block = MLL CXXC-DNA interaction inhibition. Q03164. MLL-CXXC / FITC-HOXA9 DNA fluorescence polarization. Potency, µM (series often up to 115 µM), for inactives: at the highest dose activity change, negative = inhibition, most hits filed as inhibitors. 0.037% of 290,000 active. AID 2662; active = well fitted inhibition curve with a large enough effect in the polarisation, with a control signal flat, not every such curve was filed as active; inconclusive = small, poorly fitted or top-dose-only effect, or effect the other way, or a change in a side signal; inactive = no such curve, though single readings can be large or run the other way; the % refers to the polarisation; also: potency is read from the fitted curve at half-maximal effect
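Fluorescence polarization: 7 uM MLL-CXXC (stock) preincubated 5 min with compounds, then 50 nM fluorescein-HOX-A9 DNA (stock) added; 30 min ambient. Buffer 50 mM Tris-HCl pH 7.5, 50 mM NaCl, 1 mM DTT, 0.05% BSA.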
Menin MLL FP TR = inhibitors of human menin-MLL interaction, mutant MLL peptide; Menin + Texas Red MLL mutant peptide, fluorescence polarization; Potency, µM (series often up to 61.6 µM), without a hit: top-dose FP activity change, negative = inhibition, most hits filed as inhibitors; 0.23% of 270,000 active; O00255; active = well fitted inhibition curve with a large enough effect in the polarisation, with a control signal flat, not every such curve was filed as active; inconclusive = small, poorly fitted or top-dose-only effect, or effect the other way, or a change in a side signal; inactive = no such curve, though single readings can be large or run the other way; the % refers to the polarisation; also: potency is read from the fitted curve at half-maximal effect; % of control where 0% means no effect; many of its hits are not listed in these tables
MBNL1 CUG block = blocks human MBNL1 binding to CUG repeat RNA. Q9NR56. TR-FRET MBNL1-His/biotin-(CUG)12 binding, 665/545 ratio. Potency, µM (series often up to 57.5 µM), without a hit: top-dose activity change, negative = inhibition, most hits filed as inhibitors. 0.036% of 280,000 active. AID 2675; active = well fitted inhibition curve with a large enough effect in the signal ratio, with a control signal flat, not every such curve was filed as active; inconclusive = small, poorly fitted or top-dose-only effect, or effect the other way, or a change in a side signal; inactive = no such curve, though single readings can be large or run the other way; the % refers to the signal ratio; also: potency is read from the fitted curve at half-maximal effect; % is scaled to controls: 0 for no effect and ±100 for the full control effect
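Inhibition of protein-RNA binding appears as loss of TR-FRET between terbium anti-His antibody on MBNL1-His and streptavidin-XL665 on biotin-(CUG)12. Activity is normalized to buffer-only and uninhibited-complex controls.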
A-T KAP1 phos = candidate therapy for ataxia-telangiectasia | Potency, µM (series often up to 57.5 µM), for inactives: top-dose activation, usual class: activators | 0.19% of 320,000 active | […] A-T fibroblasts, KAP-1 phosphorylation AlphaLISA; neocarzinostatin DNA damage 30 min before lysis | AID 485349; also: potency is read from the fitted curve at half-maximal effect; % of control where 0% means no effect; nearly all actives have a fitted effect of over 45% in size
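hTERT-immortalized A-T patient fibroblasts ([…]), 500 cells/well in OPTI-MEM, 1% FBS, got compounds for 60 min, then NCS for 30 min at 37C. Lysates were then assayed for phospho-KAP-1 by AlphaLISA (anti-pKAP1 donor, anti-KAP1 acceptor beads), 6 hr at 25C.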
PTAP TSG101 blk = blocks PTAP/TSG101 interaction to inhibit HIV-1 budding | Potency, µM (titrated, usually from 115 µM), inactives show top-dose activity change, negative = inhibition, hits mostly inhibitors | AID 493005 | 340,000 tested, under 10 active | Fluorescence polarization, FITC-PTAP peptide / Tsg101 binding | Q99816; active = well fitted inhibition curve with a large enough effect in the main read-out, with a control signal flat, not every such curve was filed as active; inconclusive = small, poorly fitted or top-dose-only effect, or effect the other way, or a change in a side signal; inactive = no such curve, though single readings can be large or run the other way; also: potency is read from the fitted curve at half-maximal effect; % of control where 0% means no effect
Target sequence (Q99816 whole entry, looked up): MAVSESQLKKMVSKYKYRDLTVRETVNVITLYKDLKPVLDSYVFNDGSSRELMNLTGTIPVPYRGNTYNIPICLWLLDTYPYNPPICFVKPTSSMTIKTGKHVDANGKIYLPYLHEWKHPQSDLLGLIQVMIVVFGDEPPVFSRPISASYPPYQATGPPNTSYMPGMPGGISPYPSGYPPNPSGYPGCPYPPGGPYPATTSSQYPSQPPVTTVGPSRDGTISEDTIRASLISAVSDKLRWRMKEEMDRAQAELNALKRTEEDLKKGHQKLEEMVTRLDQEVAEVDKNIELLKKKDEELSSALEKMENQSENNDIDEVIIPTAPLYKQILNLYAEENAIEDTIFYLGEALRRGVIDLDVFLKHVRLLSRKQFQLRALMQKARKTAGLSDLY
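Tsg101 binding domain (10 uM final) was mixed with compound and a FITC-labeled PTAP peptide (50 nM final) in HEPES pH 7.5 buffer with NaCl, Tween 20, EDTA and TCEP; fluorescence polarization was read after 20 min at r.t.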
a7 integrin act = activators of alpha7 integrin expression for muscular dystrophy; alpha7betagal myoblasts, beta-gal FDG fluorescence, 48 h; Potency, µM (highest dose often 38.3 µM), for the others: top-dose activation, actives largely listed as activators; 0.064% of 350,000 active;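 also: potency is read from the fitted curve at half-maximal effect; 100% = response of the positive control SU9516; nearly all actives have a fitted effect of over 60% in size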
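Alpha7betagal+/- myoblasts (passage 13) were plated 16-24 hr, then exposed to compounds (1:260 dilution of DMSO stock) for 48 hours at 37C. After MPER lysis, β-galactosidase reporter activity was read as FDG fluorescence (ex 480/em 540) after 30 minutes.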
ASM inhibitor = blocks human secretory acid sphingomyelinase; Potency, µM (series often up to 57.5 µM), without a hit: top-dose activity change, negative = inhibition, hits mostly inhibitors; 0.006% of 340,000 active; placental ASM, HMU-PC fluorogenic substrate, 60 min; AID 504937; P17405; also: potency is read from the fitted curve at half-maximal effect
Target sequence (P17405 47-631 limits assumed): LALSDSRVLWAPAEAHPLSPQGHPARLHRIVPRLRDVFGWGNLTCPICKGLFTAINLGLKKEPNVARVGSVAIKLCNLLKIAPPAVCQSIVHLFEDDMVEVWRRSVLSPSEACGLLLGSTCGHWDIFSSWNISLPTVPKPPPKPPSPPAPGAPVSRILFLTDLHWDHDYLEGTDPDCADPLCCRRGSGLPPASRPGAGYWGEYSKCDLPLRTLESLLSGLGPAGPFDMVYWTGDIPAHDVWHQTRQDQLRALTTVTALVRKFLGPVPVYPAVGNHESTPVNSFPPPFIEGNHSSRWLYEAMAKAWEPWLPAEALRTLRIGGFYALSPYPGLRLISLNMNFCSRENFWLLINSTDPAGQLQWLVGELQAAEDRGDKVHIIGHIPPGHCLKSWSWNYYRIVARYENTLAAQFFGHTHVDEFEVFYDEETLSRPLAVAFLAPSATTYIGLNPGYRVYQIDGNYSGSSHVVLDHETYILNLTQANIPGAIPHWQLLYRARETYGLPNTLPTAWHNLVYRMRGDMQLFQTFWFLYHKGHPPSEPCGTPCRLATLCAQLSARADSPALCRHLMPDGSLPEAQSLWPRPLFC
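Human placenta-derived ASM enzyme was preincubated with compound for 10 minutes at room temperature, then given fluorogenic substrate HMU-PC0 (9 uM final) for 60 minutes at 37 °C; a pH 10 stop preceded fluorescence reading at Ex 386/Em 447 nm.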
TCR activator = T cell receptor activation; primary human leukocytes, anti-CD3, IL-2 HTRF, 48 h; Potency, µM (doses to about 9.22 µM), for the others: at the highest dose activation of IL-2 secretion, most hits filed as activators; 330,000 tested, under 10 active; also: % of control where 0% means no effect
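Human primary leukocytes + a-CD3 beads + cpd, 48 hr; IL-2 in supernatant by HTRF (ex 320nm / em 665nm). No co-stimulatory signal supplied.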
* = called active by the depositor; ? = inconclusive; . = not tested or not shown; [ ] = dose if it differs, or a comment. Unless noted, calls follow the shape of the dose curve; as a rule, active = well fitted curve in the direction sought with a large enough effect; inconclusive = small, poorly fitted or top-dose-only effect, or another doubt; inactive = no such curve, though single readings can be large; an effect the other way counts as inactive or inconclusive.

SMILES	Mito fusion act	TSHR antagonist	CXXC DNA block	Menin MLL FP TR	MBNL1 CUG block	A-T KAP1 phos	PTAP TSG101 blk	a7 integrin act	ASM inhibitor	TCR activator
CSc1ccccc1NC(=O)COC(=O)Cc1cccs1	3%	-4	-14%	-12%	2%	-3%	0%	2%	5%	2%
CCOC(=O)c1c(NC(=O)c2ccc(Br)o2)sc2c1CCCC2	0%	-7	-8%	-7%	-1%	0%	-2%	-6%[7.66 µM]	39%	.
Cc1ccnc(NS(=O)(=O)c2ccc3ccccc3c2)n1	3%	-3	-4%	4%	-4%	-7%	0%	8%	-3%	.
O=C(C1CCN(c2nnnn2-c2ccccc2)CC1)N1CCN(c2ccccc2)CC1	-2%	-3	-4%	0%	-10%	3%	-4%	-2%	0%	-4%
CN1C(=O)CC(C(=O)O)SC1=Nc1cc(Cl)c(O)c(Cl)c1 (stereo not drawn)	2%	6	15%	-4%	0%	-4%	-6%	20%	5%	3%
CC(C)C(NC(=O)c1ccc(F)cc1)C(=O)NC1(C)CCS(=O)(=O)C1 (stereo not drawn)	-1%	-3	.	.	.	13%	-3%	-3%	2%	.
Nc1nc(SCc2ccccc2)ns1	3%	-2	-5%	-19%	2%	5%	-1%	-22%	0%	-19%
CC(C)CN(C(=O)CN1CCOCC1)c1c(N)n(CC(C)C)c(=O)[nH]c1=O	-1%	9	0%	9%	-11%	2%	-2%	-13%	7%	-9%[46.1 µM]
O=C(COC(=O)c1ccc([N+](=O)[O-])o1)NC1CCCCC1	.	.	.	.	.	-5%	1%	?	-1%	-3%
CCN1C(=O)/C(=C/c2cn(-c3ccccc3)nc2-c2cccnc2)SC1=S	.	.	.	.	.	.	10%	?	-7%	5%
Nc1nc(NCCCN2CCOCC2)nc(Nc2cccc(F)c2)c1[N+](=O)[O-]	-19%	-1	-4%	.	.	6%	-1%	-46%[inhibitor]	-3%	0%
CCCc1nc2ccccc2[nH]1	0%	-3	2%	-2%	0%	0%	-3%	0%	7%	4%
CCc1nc(SCC(=O)Nc2ccccc2OC)n[nH]1	-4%	0	-3%	7%	2%	2%	-3%	3%	28%	-32%
O=C(Nc1nnc(CCc2ccccc2)s1)c1cccc(F)c1	0%	-10	-9%	-12%	8%	5%	-1%	?	-5%	.
COc1ccc2oc(C)c(C(=O)NN)c2c1	-1%	13	-3%	11%	-2%	1%	-5%	2%	2%	5%
CCOc1ccc(N2C(=O)CC(N3CCN(c4ccc([N+](=O)[O-])cc4)CC3)C2=O)cc1 (stereo not drawn)	-7%	24	-5%	?	12%	-1%	0%	16%	-21%	.
CCOc1ccc(Nc2cc(=O)oc3ccccc23)cc1	-3%	-14	14%	8%	36%[activator]	1%	1%	4%	123%	-1%
COc1ccc(OC)c(NS(=O)(=O)c2cc(OC)ccc2OC)c1	1%	3	9%	-20%	2%	2%	50%[activator]	9%	-2%	1%
O=C(COC(=O)c1ccc2ncsc2c1)Nc1ccc(Cl)cc1	20%	8	.	.	.	-5%	-3%	-19%	-10%	0%
COc1ccc(N2CCN(C(c3ccccc3OC)c3nnnn3C3CCCC3)CC2)cc1 (stereo not drawn)	-17%	-14	5%	-12%	7%	1%	-9%	-37%	-15%	-2%
COc1ccccc1C(=O)NCC(=O)NC(C)c1ccc(-n2ccnc2)cc1 (stereo not drawn)	1%	-21	19%	.	-6%	-1%	1%	22%	0%	3%
COc1ccccc1-n1c(-c2cc(-c3ccco3)[nH]n2)n[nH]c1=S	1%	1	-2%	.	-2%	-1%	-1%	39%	-2%	3%
Cc1nc2c(-c3ccc(Cl)cc3)c(C)[nH]n2c(=O)c1Cc1ccccc1	4%	-8	6%	5%	2%	1%	1%	-19%	4%	1%
Cc1cc(C)cc(OCC(=O)NC2=NCCS2)c1	3%	2	2%	0%	1%	-2%	2%	4%	0%	.
CCC1(C)Cc2ccccc2-c2[nH]c(=S)[nH]c(=O)c21 (stereo not drawn)	-12%	12	-14%	-11%	?	-6%	-4%	15%	-5%	-7%
Additional records
SMILES	Mito fusion act	TSHR antagonist	CXXC DNA block	Menin MLL FP TR	MBNL1 CUG block	A-T KAP1 phos	PTAP TSG101 blk	a7 integrin act	ASM inhibitor	TCR activator
O=c1c2c3c(sc2nc2sc(CN4CCOCC4)cn12)CCCC3	?	12	2%	-29%	6%	9%	-16%	12%	2%	1%
CN(Cc1ccccc1O)CC1CCCN(CCc2ccc(Cl)cc2)C1 (stereo not drawn)	-12%	9	14%	-18%	0%	2%	-5%	-84%[inhibitor]	-3%	.
COc1ccccc1/C=C/C(=C1/C(=O)N(c2ccccc2)N=C1C)c1ccc(C)cc1	-2%	19	-9%	-6%	0%	-5%	3%	11%	0%	0%[46.1 µM]
O=C(CCc1nnc2n(Cc3ccc(F)cc3)c(=O)c3ccccc3n12)N1CCN(c2ccccn2)CC1	13µM*	-6	9%	-11%	-1%	-1%	-1%	?	-1%	3%
COc1ccccc1N(CC(=O)NCc1cccnc1)S(C)(=O)=O	-1%	4	-14%	8%	-6%	-5%	1%	-2%	2%	-4%
O=C1NC(c2cccs2)C(C(=O)c2ccccc2)C(O)(C(F)(F)F)N1 (stereo not drawn)	1%	-8	-5%	5%	1%	-3%	-14%	-21%	0%	-2%
O=C1[C@H](Cc2ccccc2)NCCCC[C@H](c2ccc(Cl)cc2)N1Cc1ccc(Cl)cc1	.	.	.	.	.	.	-2%	2%	-20%	-2%
O=c1c2ccccc2c(-c2n[nH]c(=S)o2)nn1Cc1ccccc1	5%	13	8%	?	?	-7%	-7%	-1%	6%	7%
CCOC(=O)C1=C(N)N(c2ccc(N3CCCCC3)cc2)C(=O)C1	0%	-6	-2%	-17%	10%	2%	-2%	-17%	1%	2%
O=C(COC(=O)c1cc2ccccc2cc1O)NC1CCCCC1	.	-28	.	.	.	1%	-2%	-16%	3%	-1%
Clc1ccc(Cl)c2sc(N3CCCC3)nc12	2%	-26	-7%	-21%	-7%	.	-7%	18%	-10%	1%
CC1CC(C)(C)NCc2ccccc21 (stereo not drawn)	-2%	0	-13%	-3%	-2%	-5%	-1%	8%	1%	7%
COc1cccc(N2CCN(CC(=O)Nc3nnc(-c4ccccc4)s3)CC2)c1	16%	-19	-7%	11%	3%	-4%	-8%	-1%	-3%	-17%
COc1ccc(NC(C)=O)cc1NC(=O)c1cccc(S(=O)(=O)N2CCN(Cc3ccccc3)CC2)c1	-2%	-11	.	.	.	7%	-2%	-14%	-1%	-2%
Cc1nn(CC(=O)Nc2ccccc2)c(=O)c2ccccc12	1%	0	3%	-1%	-3%	1%	-1%	8%	-3%	2%
COc1ccc(C2C(C#N)=C(N)N(c3cccnc3)C3=C2C(=O)CCC3)cc1Cn1cc([N+](=O)[O-])cn1 (stereo not drawn)	3%	3	6%	-13%	20%	-11%	4%	3%	1%	0%
Nc1cc(S(=O)(=O)N2CCCCC2)ccc1N1CCCCC1	-3%	-18	.	.	.	-5%	1%	0%	-5%	-3%
Cn1c(=O)[nH]c(=O)c2c1nc(N1CCNCC1)n2Cc1cccc2ccccc12	-1%	-3	8%	-14%	8%	-3%	0%	-40%	-1%	0%
CCCCc1cc(=O)oc2cc(C)cc(OC(C)C(=O)NCC3CCC(C(=O)O)CC3)c12 (stereo not drawn)	-2%	2	-12%	-1%	-7%	1%	-6%	9%	8%	-5%
CCOC(=O)CNC(=O)CSc1nc2sc(C)c(C)c2c(=O)n1C	-6%	-4	8%	-3%	-3%	4%	4%	-8%	4%	-5%
CCCc1cc(NC(=O)COC(=O)c2ccc(O)cc2O)n(-c2ccccc2)n1	.	.	.	.	.	8%	-1%	-1%	-9%	.
O=C(O)C1=C[C@H](c2ccccc2)C[C@H](OCCCCO)O1	.	.	.	.	.	.	-2%	-1%	0%	-4%
O=C(NCC1CCN(Cc2ccc(F)cc2)CC1)C1CCCN(c2ncnc3c2nc2n3CCCCC2)C1 (stereo not drawn)	-5%	-12	41%	.	-3%	4%	-1%	-47%[inhibitor]	5%	3%
CCOc1cc(N2CCOCC2)c(OCC)cc1NC1=NCCCCC1	-1%	7	-4%	?	11%	9%	-6%	-10%	-1%	3%
O=C(CSc1ccc2c(c1)OCCO2)Nc1ncc(Cl)cc1Cl	1%	-13	-6%	5%	-2%	-2%	-10%	11%[7.66 µM]	0%	1%

These rows are one share of the data; count on the stated rates, not on these rows.
